Compound activity (PubChem)
RPL19A TOR yeast – alters RPL19A-GFP fluorescence in TOR pathway yeast screen; percent response vs DMSO, % at 10 µM; hit rate 0.3% among 330,000; S. cerevisiae RPL19A-GFP strain, flow cytometry, 3 h; hits give low values;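 active = percent response vs DMSO below 50%; inconclusive = fewer than 70 events counted for the yeast strain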;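 note: median channel GFP fluorescence of the barcoded RPL19A-GFP strain; ratio of sample median GFP to plate DMSO average so 100% = DMSO; lower means less RPL19A-GFP as with rapamycin TOR inhibition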
GASC-1 inh – inhibitors of human GASC-1 (JMJD2C) demethylase. Q9H3R0. GST-JMJD2C(1-420) H3K9me3 demethylation, DELFIA europium. inhibition, % at 2.35 µM. hit rate 0.069% among 330,000. AID 2099;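 active = more than half of a compound's replicate wells show inhibition beyond 50%, single wells judged on their own value; inconclusive = some, but no more than half, of replicates pass 50% inhibition; inactive = no replicate passes 50% inhibition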;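 note: signal counts dimethyl H3K9 product captured on neutravidin plate; 0% = median of DMSO wells and 100% = 0.3 times that DMSO median; strong numbers were not always called active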
Target sequence (Q9H3R0 1-420 limits assumed): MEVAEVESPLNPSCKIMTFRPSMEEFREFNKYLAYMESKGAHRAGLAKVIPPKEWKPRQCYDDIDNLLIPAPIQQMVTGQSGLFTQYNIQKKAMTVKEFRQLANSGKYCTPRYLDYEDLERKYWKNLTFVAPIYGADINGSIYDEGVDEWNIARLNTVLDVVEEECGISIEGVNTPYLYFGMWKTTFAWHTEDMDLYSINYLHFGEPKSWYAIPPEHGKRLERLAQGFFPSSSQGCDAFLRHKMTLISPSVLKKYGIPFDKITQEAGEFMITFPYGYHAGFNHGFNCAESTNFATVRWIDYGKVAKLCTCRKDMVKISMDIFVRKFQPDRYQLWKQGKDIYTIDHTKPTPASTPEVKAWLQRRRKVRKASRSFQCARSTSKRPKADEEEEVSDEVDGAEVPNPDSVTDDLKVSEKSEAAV
GRK2 inh – human GRK2 inhibition via aptamer displacement | AID 488847 | hit rate 0.59% among 330,000 | bead flow cytometry, FAM-aptamer displacement from GRK2 | inhibition of aptamer binding, % at 10 µM;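 active = inhibition of aptamer binding above 40%, roughly 3 SD of noise, on plates passing a quality check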;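 note: median bead fluorescence of bound FAM aptamer so fluorescent compounds give negative values; no value below 0 was filed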
Target sequence (P25098 whole entry, looked up): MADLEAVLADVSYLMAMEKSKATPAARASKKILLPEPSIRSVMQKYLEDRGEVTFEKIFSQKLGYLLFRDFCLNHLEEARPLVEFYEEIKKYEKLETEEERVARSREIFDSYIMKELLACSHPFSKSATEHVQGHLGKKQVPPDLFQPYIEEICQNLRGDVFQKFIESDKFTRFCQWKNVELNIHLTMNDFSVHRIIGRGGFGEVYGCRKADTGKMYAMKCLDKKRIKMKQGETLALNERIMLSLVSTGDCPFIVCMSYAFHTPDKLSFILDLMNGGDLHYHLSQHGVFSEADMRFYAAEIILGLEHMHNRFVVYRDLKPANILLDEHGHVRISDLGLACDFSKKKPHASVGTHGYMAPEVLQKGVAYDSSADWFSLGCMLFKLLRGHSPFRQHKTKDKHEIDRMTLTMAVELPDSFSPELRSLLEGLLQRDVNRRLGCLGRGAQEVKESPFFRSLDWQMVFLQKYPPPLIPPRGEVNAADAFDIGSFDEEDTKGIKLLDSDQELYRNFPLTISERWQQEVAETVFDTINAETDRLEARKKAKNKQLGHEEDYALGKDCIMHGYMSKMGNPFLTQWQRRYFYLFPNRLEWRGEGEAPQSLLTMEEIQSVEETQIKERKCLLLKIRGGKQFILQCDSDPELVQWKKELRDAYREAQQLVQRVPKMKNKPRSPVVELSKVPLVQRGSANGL
CIT2 TOR yeast – yeast TOR pathway CIT2-GFP modulation. S. cerevisiae CIT2-GFP strain, flow cytometry, 3 h; 100 means same as DMSO wells. GFP response vs DMSO, % at 10 µM. hit rate 0.065% among 320,000;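 active = GFP response relative to DMSO above a set limit, near the screen mean plus 3 SD, cut at about 150% in these data; inconclusive = Fewer than 70 cells measured for a yeast strain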;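 note: ratio of well median GFP fluorescence to mean of DMSO wells on the plate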
LAP4 TOR yeast – modulators of TOR pathway LAP4-GFP in S. cerevisiae; S. cerevisiae LAP4-GFP multiplex, flow cytometry GFP, 3 h; median GFP as percent of DMSO wells; GFP response vs DMSO, % at 10 µM; AID 2023; hit rate 0.34% among 320,000;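 active = GFP response vs DMSO above a set limit, about the screen mean plus 3 SD, cut at about 150% in these data; inconclusive = under 70 cell events counted for the yeast strain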
MEP2-GFP yeast – yeast TOR pathway MEP2-GFP modulation; S. cerevisiae MEP2-GFP strain, flow cytometry GFP, 3 h; 100% = DMSO control level; GFP response vs DMSO, % at 10 µM; hit rate 0.51% among 330,000; AID 2016;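 active = GFP response versus DMSO above a set limit, roughly screen mean plus 3 SD, cut at about 180% in these data; inconclusive = fewer than 70 cells counted for a yeast strain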;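 note: median GFP fluorescence of the barcode-gated MEP2-GFP cells per well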
AGP1-GFP MLPCN – modulators of TOR pathway AGP1-GFP in S. cerevisiae. S. cerevisiae AGP1-GFP multiplex flow cytometry, 3 h; GFP as percent of DMSO wells. GFP response vs DMSO, % at 10 µM. hit rate 0.02% among 320,000. AID 2066;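 active = GFP response relative to DMSO above a set limit, near screen average plus 3 SD, cut at about 150% in these data; inconclusive = fewer than 70 cells counted for the yeast strain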;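 note: median GFP channel fluorescence of the gated AGP1 strain per well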
VLA-4 inh – inhibition in a human VLA-4 binding assay; P13612; VLA-4 expressing cells, ligand binding flow cytometry; inhibition, % (about 7 µM as worked out from the volumes in the protocol); hit rate 0.2% among 330,000; in the data active = inhibition above about 50%
* = called active by the depositor; i = inactive; ? = inconclusive; . = no result given; & = joins results of further samples; [ ] = another dose, or the depositor's remark.

RPL19A TOR yeast	GASC-1 inh	GRK2 inh	CIT2 TOR yeast	LAP4 TOR yeast	MEP2-GFP yeast	AGP1-GFP MLPCN	VLA-4 inh	molecule
100	2	1	61	151*	88	77	27	O=C(N[C@@H](Cc1ccccc1)C(=O)CCl)OCc1ccccc1
102	-7	0	102	97	108	108	-5	O=C1C2CCCN2C(=O)N1CCCN1CCN(c2cccc(Cl)c2)CC1 (centres undefined)
94	1	0	85	78	91	89	5	O=C(Nc1sc2c(c1C(=O)O)CCC2)c1ccco1
103	19&-5	2	105	107	100	111	5	Cc1ccc(C(C(=O)NC2CCCC2)N(Cc2ccco2)C(=O)CCC(=O)Nc2ccccn2)cc1 (centres undefined)
98	-9	0	98	102	95	103	-8	Nc1cc(=O)[nH]c(SCC(=O)NC2CCCc3ccccc32)n1 (centres undefined)
105	3	5	102	106	108	110	0	COc1ccc([N+](=O)[O-])cc1NC(=O)C(C)OC(=O)CN1C(=O)C2CC=CCC2C1=O (centres undefined)
103	-1	4	101	96	106	98	14	CCCn1nnnc1SCC(=O)NC1CCCC1
95	2	1	88	106	100	102	9	O=C(c1ccco1)N1CCN(Cc2cccnc2)CC1
104	0	14	104	97	105	95	16	Cc1nc(NC(=O)/C=C/c2ccco2)sc1C
98	i	0	111	98	99	101	-1	Cc1cccc(-n2ncc3c(Nc4c(C)n(C)n(-c5ccccc5)c4=O)ncnc32)c1
103	-14	0	91	86	96	94	0	COc1ccc(NCc2nnc(SCc3ccc(Cl)cc3)n2-c2ccccc2)cc1
106	10	3	100	104	109	107	25	Cc1csc(NC(=O)C(Cc2ccccc2)n2cccc2)n1 (centres undefined)
98	0	0	94	107	101	104	10	Clc1ccc(-n2ncc3c(NCCCn4ccnc4)ncnc32)cc1
102	0	6	96	90	98	98	-2	N#C/C(=C\c1ccc(O)cc1)C(=O)NCc1ccccc1
99	4	0	91	116	97	100	12	COc1ccccc1/C=C/C=N/NC(=O)c1ccccn1
96	5	0	98	86	91	99	1	CN(C)S(=O)(=O)N1CCc2ccccc2C1
101	8	0	97	95	96	95	4	CS(=O)(=O)c1ccc(Cl)c(NC(=O)Cc2c(Cl)cccc2Cl)c1
102	-41	2	97	98	109	102	9	Cc1cccc(NC(=O)N2CCN(Cc3ccccc3)CC2)c1
106	-1	5	107	101	103	114	7	COC(=O)c1cn[nH]c1N
90	.	0	81	94	93	98	30	NS(=O)(=O)c1cccc(NC(=O)COC(=O)CCC(=O)c2cccs2)c1
102	-1	2	100	93	98	100	9	Cc1cc(C)n(Cc2ccc(Cl)nc2)n1
113	8	0	82	78	94	85	30	CCN(CC)CCCNc1nc(-c2ccccc2)nc2ccccc12
97	0	1	92	119	104	94	11	COc1cccc(NC(=O)COC(=O)c2c3c(nc4ccccc24)CCC(C)C3)c1 (centres undefined)
92	-7	1	111	96	101	98	5	CCc1nc(N)c(C#N)c(-c2ccccc2OC)c1C
60[may fluoresce violet]	4	4	?	110[may fluoresce violet]	100[may fluoresce violet]	19[may fluoresce violet]	1	CCOC(=O)c1cc2c(=O)n3ccccc3nc2n(Cc2ccco2)c1=NC(=O)c1ccccc1OCC
102	5	1	84	92	90	106	10	Cc1cc(C(=O)Nc2c(C)n(C)n(-c3ccccc3)c2=O)on1
98	-3	0	105	99	97	99	7	Cn1ncc(C#N)c1NC(=O)c1nn2cccnc2c1Cl
98	107	0	107	91	102	103	-2	CC(=O)c1ccc(Oc2ncnc3sccc23)c(CN2CCOCC2)c1
101	5	0	109	92	98	96	-18	CCOC(=O)N1CCC(NS(=O)(=O)c2ccc3c(c2)CCN3C(C)=O)CC1
102	2	0	98	112	111	105	5	Cc1ccc(S(=O)(=O)N(C)C)cc1NC(=O)CN1C(=O)NC2(CCCCCC2)C1=O
101	3	0	93	99	104	97	-8	O=C(NNC(=O)c1ccccc1OCc1ccccc1)c1ccccc1F
99	-6	0	119	91	105	59	16	Cc1ccc2c(C)c(C(=O)Nc3cccnc3)oc2c1
99	0	0	113	103	98	106	7	O=C(c1ccccc1Cc1ccccc1)N1CCN(S(=O)(=O)c2ccc(F)cc2)CC1
98	10	1	109	95	101	104	-3	O=C(CCCNC(=O)/C(=C\c1ccccc1F)NC(=O)c1ccccc1)OCc1ccccc1
100	-5	1	107	103	102	105	0	COc1cc(C2SCC(=O)N2CCN2CCCCC2)ccc1O (centres undefined)
94	6	0	91	95	101	95	33	CC(C)(C)C(O)(CC#CCN1CCCC1)c1ccccc1 (centres undefined)
103	-2	5	95	96	105	106	31	CCOc1ccc(C2C(C(=O)c3ccc(C)o3)=C(O)C(=O)N2CCN2CCOCC2)cc1OC (centres undefined)
99	2	0	101	92	103	103	-3	CCCc1cc(=O)[nH]c(SCc2ccccc2)n1
98	-3	0	98	103	101	102	5	CCC1CC(/C(C)=N/NC(N)=O)OC1=O (centres undefined)
96	6	0	84	84	93	90	6	Cc1ccnc(SC2CC(=O)N(c3ccc([N+](=O)[O-])cc3)C2=O)n1 (centres undefined)
101	-1	12	90	103	97	98	4	COc1ccc(/C=C(\NC(=O)c2ccc([N+](=O)[O-])cc2)C(=O)N2CCOCC2)cc1
94	-6	0	94	87	99	93	6	O=[N+]([O-])c1ccc(Cl)c2cccnc12
102	22	3	102	103	101	103	14	O=C(O)Cc1csc(NC(=O)c2ccco2)n1
105	3	0	103	96	114	105	5	CC(=O)Nc1ccccc1C(=O)N1CCN(Cc2ccc3c(c2)OCO3)CC1
98	1	0	99	100	101	97	7	CC(C)C(NC(=O)c1cccs1)C(=O)NC1CCCCC1 (centres undefined)
96	8	0	93	95	100	94	-6	c1ccc2c(c1)oc1c(Nc3ccc(CN4CCOCC4)cc3)ncnc12
100	20	0	.	90	101	95	5	O=C(Nc1nnc(SCC(=O)N2CCCCC2)s1)C1CCCCC1
107	-10	0	100	82	99	102	-19	Cn1cnc2c1c(=O)[nH]c(=O)n2Cc1ccccc1
112	-6	2	116	124	120	114	-11	O=C(NCc1ccccc1)C(c1ccccn1)N(C(=O)c1csnn1)c1ccccc1F (centres undefined)
101	9	0	100	99	101	100	17	CCOc1ccccc1NC(=O)CSc1nnc(C2CC2)n1CC

Retrieved by compound from the list above (3):
RPL19A TOR yeast	GASC-1 inh	GRK2 inh	CIT2 TOR yeast	LAP4 TOR yeast	MEP2-GFP yeast	AGP1-GFP MLPCN	VLA-4 inh	molecule
96	5	0	98	86	91	99	1	CN(C)S(=O)(=O)N1CCc2ccccc2C1
98	10	1	109	95	101	104	-3	O=C(CCCNC(=O)/C(=C\c1ccccc1F)NC(=O)c1ccccc1)OCc1ccccc1
90	.	0	81	94	93	98	30	NS(=O)(=O)c1cccc(NC(=O)COC(=O)CCC(=O)c2cccs2)c1

(further entries)
RPL19A TOR yeast	GASC-1 inh	GRK2 inh	CIT2 TOR yeast	LAP4 TOR yeast	MEP2-GFP yeast	AGP1-GFP MLPCN	VLA-4 inh	molecule
95	-8	0	95	104	101	95	4	Cc1ccccc1Nc1c(-c2ccccn2)nc2ccccn12
101	6	0	102	88	87	98	0	CCC(C)NCCCCOc1ccc(Cl)cc1C (centres undefined)
102	3	0	103	107	102	109	6	O=C(NCC(c1ccco1)N1CCCC1)c1cccc(S(=O)(=O)N2CCOCC2)c1 (centres undefined)
96	0	0	84	94	86	90	16	O=C(NS(=O)(=O)c1ccccc1)c1ccccc1
108	0	0	97	97	105	95	22	Cc1ccc(OCc2ccc(-c3ccccc3)cc2)c([N+](=O)[O-])n1
101	5	1	101	109	107	105	19	CC1(C)N=C(N)NC(Nc2ccccc2)=N1
96	-5	0	97	97	97	95	9	CC(=O)c1coc2ccc(OCC(=O)O)cc12
94	-29	0	91	115	102	99	18	COc1ccc2c(c1)C(=O)N(c1ccccc1OC)C(=O)C2(C)C
105	8	1	111	107	109	104	-2	O=[N+]([O-])c1cn(Cc2ccc(Cl)cc2)cn1
97	-3	3	92	102	98	96	-1	CC(C)(C)c1ccc(OCCC(=O)OCC(=O)Nc2ccc(N3CCOCC3)cc2)cc1
78	-26	0	88	102	107	74	2	N#C/C(=C/c1cccs1)c1nc2ccccc2[nH]1
94	-13	1	88	106	97	93	4	CC1Cc2ccccc2N1C(=O)c1cnc2n(c1=O)CCS2 (centres undefined)
96	3	0	94	100	95	98	32	CC1=Nc2cc(C(=O)NCCCOC(C)C)ccc2Sc2ccc(C)cc21
101	-9	0	92	113	100	92	8	CCOC(=O)c1cnn(-c2cccc(Cl)c2)c1N
103	-8	2	102	86	103	102	7	C=CCOC(=O)C1=C(C)NC(=O)NC1c1cc2c(cc1Br)OCO2 (centres undefined)
104	1	0	112	111	96	102	-4	CC(C)CC(CO)N1CCN(C(=O)c2ccc(Cl)cc2Cl)CCC1=O (centres undefined)
98	2	0	99	104	108	104	16	Cc1ccccc1C(=O)Nc1cccc(C#N)c1
100	2	0	93	82	89	88	-12	COc1ccc(O)c(C(=O)c2cnn(C(=O)c3cccc(S(=O)(=O)N4CCOCC4)c3)c2)c1
103	4	4	107	109	106	111	1	CC(C)Cn1c(N)c(C(=O)COC(=O)Cc2cccc(C(F)(F)F)c2)c(=O)n(C)c1=O
101	-3	0	93	98	99	99	2	COc1ccc(/C=N/n2c(SC)nnc(C(C)(C)C)c2=O)cc1
110	19	2	104	110	109	110	3	O=S(=O)(c1ccc(F)cc1)N1CCN(c2ccccc2)CC1
104	6	2	103	113	129	104	-11	CC1(C)Cc2cccc(OCC(=O)Nc3ccccc3C(F)(F)F)c2O1
103	3	0	96	112	99	104	6	CCCN(CC(=O)Nc1ccc(C(N)=O)cc1)CC(=O)Nc1ccccc1C
99	15	37	100	103	103	98	2	CCCC1(C(=O)OC)NC(c2cc(OC)c(OC)c(OC)c2)C2C(=O)N(CC)C(=O)C21 (centres undefined)
104	0	3	104	97	107	109	-6	CC(=O)Nc1ccc(S(=O)(=O)N2CCN(CCCOc3cc(C)ccc3C)CC2)cc1
96	0	1	94	.	90	92	-3	CCOC(=O)C1=C(C)C(c2ccccc2OC)NC(=O)N1 (centres undefined)
104	2	1	100	100	96	105	15	CCOC(=O)c1ccc(NC(=O)Cn2nnc3ccccc32)cc1
93	-4	2	88	92	95	92	5	CS(=O)(=O)N1CCN(c2ccccc2NC(=O)c2cccc3ccccc23)CC1
97	-2	0	97	91	109	92	-3	Cc1cccc2[nH]c(CCNC(=O)C3CCC(=O)N(CCc4cccc(F)c4)C3)nc12 (centres undefined)
106	3	2	104	95	100	105	7	COCC(C)N=C1NN=C(c2cc(C)n(Cc3ccccc3Cl)c2C)CS1 (centres undefined)
95	-4	0	87	90	88	93	4	C[C@]12CCC(=O)C=C1CCC1C2CC[C@@]2(C)C1CCC21OCCO1 (some centres undefined)
100	2	0	101	76	100	85	-3	C=CCOc1ccccc1CN1CCC(Oc2ccc(C(=O)N3CCCCC3)cc2)CC1
107	2	1	98	113	97	103	0	Cc1ccccc1NC(=S)NC(=O)C1CCCCC1
101	9	0	90	97	96	93	-9	CCc1cc2c3c(c1)C1(C(=O)N3C(C)(C)CC2C)C(C#N)=C(N)N2C(=C1C#N)Nc1ccccc12 (centres undefined)
97	14	0	.	105	103	108	-4	CN1CCN(S(=O)(=O)c2ccc(Oc3ccc(F)c(Cl)c3)nc2)CC1
106	-7	0	92	104	108	93	23	Cc1ccc(CN2CCN(/N=C/c3cc(Br)cc(Br)c3O)CC2)c(C)c1

Rows were taken by chance; any-hit rate near 1.7%.
